Screens deposited in PubChem by several laboratories.
MBD2 DNA inh: inhibitors of human MBD2 binding to methylated oligonucleotide | TR-FRET | inhibition, % at 4.4 µM | AID 686964 | actives 0.31% (n = 370,000) | Q9UBB5; in the data active = inhibition above about 13%
PLC-beta3 inh: PLC-beta3 (human) inhibition, primary screen; actives 0.18% (n = 370,000); AID 720704; Purified PLC-beta3, fluorogenic substrate, fluorescence; inhibition, % at 12.2 µM; in the data active = inhibition above about 11%;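 note: 0% = median of compound wells on plate and 100% = full blocker control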
Target sequence (Q01970 whole entry, looked up): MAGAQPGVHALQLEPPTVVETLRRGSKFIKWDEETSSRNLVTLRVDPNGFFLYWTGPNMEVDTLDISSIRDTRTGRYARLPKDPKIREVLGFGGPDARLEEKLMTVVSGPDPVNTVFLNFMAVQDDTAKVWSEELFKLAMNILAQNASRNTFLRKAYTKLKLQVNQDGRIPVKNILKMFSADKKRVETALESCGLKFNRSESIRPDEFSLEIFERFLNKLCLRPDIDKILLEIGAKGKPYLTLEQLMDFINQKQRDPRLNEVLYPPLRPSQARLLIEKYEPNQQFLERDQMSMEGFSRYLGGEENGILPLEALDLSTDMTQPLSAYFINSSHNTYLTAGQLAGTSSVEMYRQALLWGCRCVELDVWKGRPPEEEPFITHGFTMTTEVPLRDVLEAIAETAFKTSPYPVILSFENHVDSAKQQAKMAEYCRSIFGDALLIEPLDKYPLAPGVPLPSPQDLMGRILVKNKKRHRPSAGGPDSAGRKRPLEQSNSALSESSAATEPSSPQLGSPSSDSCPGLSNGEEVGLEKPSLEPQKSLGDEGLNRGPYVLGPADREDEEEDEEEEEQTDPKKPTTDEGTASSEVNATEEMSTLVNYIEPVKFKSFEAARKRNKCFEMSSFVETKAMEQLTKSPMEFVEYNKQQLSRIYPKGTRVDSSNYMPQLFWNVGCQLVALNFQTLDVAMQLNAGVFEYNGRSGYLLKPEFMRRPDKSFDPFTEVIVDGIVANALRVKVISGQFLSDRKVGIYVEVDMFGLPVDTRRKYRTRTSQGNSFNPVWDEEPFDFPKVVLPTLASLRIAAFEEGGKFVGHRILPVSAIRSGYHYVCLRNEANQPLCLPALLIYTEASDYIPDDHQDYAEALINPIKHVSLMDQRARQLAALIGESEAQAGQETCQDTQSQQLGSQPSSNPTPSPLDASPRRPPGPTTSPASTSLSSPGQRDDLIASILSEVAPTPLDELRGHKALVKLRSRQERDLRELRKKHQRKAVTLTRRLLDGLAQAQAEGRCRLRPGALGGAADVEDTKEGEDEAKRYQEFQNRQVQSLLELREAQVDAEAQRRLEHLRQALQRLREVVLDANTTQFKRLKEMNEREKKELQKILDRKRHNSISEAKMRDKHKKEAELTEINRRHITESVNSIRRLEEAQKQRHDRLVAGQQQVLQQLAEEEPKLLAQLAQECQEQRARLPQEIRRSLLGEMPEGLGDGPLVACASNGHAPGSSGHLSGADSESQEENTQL
SMARCA2 activ: SMARCA2 function activation, primary screen | activation, % at 9.1 µM | actives 1% (n = 370,000) | MG213 cells, MMTV-luciferase reporter, dexamethasone, overnight | AID 652017; in the data active = activation above about 7.8%;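 note: 0% = vehicle wells and 100% = reference activator wells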
ssDAF12 agonist: activators of S. stercoralis DAF-12 nuclear receptor; HEK293 ssDAF-12/GRIP1 lit1-tk-luc reporter, luminescence; % of 3 µM dafachronic acid response; activation, % at 6.8 µM; actives 1% (n = 370,000);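 active = activation above the mean over all tested compounds plus 3 SD, cut at about 0.9% in these data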;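 note: 0% = DMSO-only wells and 100% = 3 µM delta7-dafachronic acid wells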
ADAM17 inh: inhibitors of human ADAM17. P78536. recombinant ADAM17, EDANS/DABCYL FRET peptide cleavage. inhibition, % at 6.95 µM. actives 0.83% (n = 370,000). AID 720648;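 active = inhibition above the mean of compounds lying between control limits plus 3 SD, set per campaign, cut at about 8.5% in these data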;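 note: 0% = DMSO-only wells as the low control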
DAX1 inh-1: blocks DAX1 repression of SF-1 activated StAR promoter; HEK293T StAR-luciferase reporter, SF-1/DAX-1 repression relief; inhibition, % at 6.8 µM; actives 1.1% (n = 370,000); AID 652010;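 active = inhibition above the mean over all tested compounds plus 3 SD, cut at about 3.6% in these data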;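 note: 0% = DAX-1 cells with DMSO and 100% = cells lacking DAX-1 with DMSO; higher inhibition means more luminescence from relief of DAX-1 repression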
DAX1 inh-2: inhibits human nuclear receptor DAX1; P51843; HEK293 Gal4-DAX1 luciferase reporter, luminescence; inhibition, % at 6.75 µM; actives 0.99% (n = 340,000); AID 504766;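 active = inhibition above the mean over all tested compounds plus 3 SD, cut at about 4.2% in these data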;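 note: 0% = DAX1-transfected cells with DMSO and 100% = empty-vector control cells with DMSO; inhibition shows as a rise in luminescence from relieved DAX1 repression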
PLC-gamma1 inh: inhibitors of human phospholipase C gamma1; P19174; purified PLC-gamma1, fluorogenic substrate, fluorescence; inhibition, % at 12.2 µM; actives 0.84% (n = 370,000); in the data active = inhibition above about 9.5%
NR1D1 modulator: Rev-erb alpha (human) modulation. P20393. Rev-erbα–FITC-DNA binding, fluorescence polarization, 90 min. activity, % at 10 µM. actives 0.79% (n = 370,000). AID 1259318;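 active = activity above about 14%, limit read from the data; passing the limit was not always enough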;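 note: 0% = DMSO wells with 35 nM protein and 100% = DMSO wells with 750 nM protein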
hgDAF12 agonist: agonists of H. glycines DAF-12 nuclear receptor | HEK293 GAL4-hgDAF12 UAS-luciferase reporter, agonist luminescence; normalized to butyrate control | activation, % at 6.8 µM | actives 1.8% (n = 370,000) | AID 687014;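 active = activation above a cutoff set at the mean of all screened compounds plus 3 SD, cut at about 10% in these data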;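 note: 0% = DMSO wells and 100% = sodium butyrate wells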
hcDAF-12 act: activates DAF-12 receptor from parasite H. contortus | actives 1.4% (n = 370,000) | HEK293 hcDAF-12 lit1-tk-luc reporter, luminescence; 0% DMSO, 100% Δ7-dafachronic acid | activation, % at 6.8 µM;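 active = activation above the mean of all tested compounds plus 3 SD, cut at about 5.5% in these data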;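 note: 100% = response to 3 µM Δ7-dafachronic acid high control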
An asterisk follows results filed as active; nt = not tested or not shown.

SMILES	MBD2 DNA inh	PLC-beta3 inh	SMARCA2 activ	ssDAF12 agonist	ADAM17 inh	DAX1 inh-1	DAX1 inh-2	PLC-gamma1 inh	NR1D1 modulator	hgDAF12 agonist	hcDAF-12 act
CCCC1CC(=O)OC1(C)C(=O)CSc1n[nH]c(-c2ccccc2)n1 (centres undefined)	2	0	-3	-0.6	-1	-0.3	nt	-1	2	2.0	-0.2
Cc1ccnc(NC(=O)CCC(=O)N(CC(=O)NCCc2ccccc2)Cc2cccs2)c1	1	-10	-4	-1.0	-2	-0.2	1.0	0	1	-0.8	-0.4
Nc1nc2c(ncn2[C@@H]2O[C@H](CNCc3cnc(N4CCOCC4)nc3)[C@@H](O)[C@H]2O)c(=O)[nH]1	-5	-3	-2	-0.3	-6	-0.6	nt	-4	-7	3.5	-0.9
O=S1(=O)C=C(SCc2ccc(F)cc2)Nc2ccccc21	-2	1	-2	-1.1	-1	-0.2	-0.4	0	9	-4.1	-2.7
Nn1c(SCc2c(Cl)cccc2Cl)nnc1-c1n[nH]c2c1CCC2	-7	-1	-3	-1.0	-4	0.2	nt	-1	-1	0.2	-3.5
Cn1cccc1Cc1nnc(SCC(=O)Nc2cccc(F)c2)n1-c1ccc(F)cc1	-5	-3	0	-1.4	2	-1.1	-2.1	0	-6	-5.2	-2.4
O=C(O)Cc1cc2c(s1)CCCCC2	0	-3	-1	-1.0	-5	-0.6	-1.7	-1	-4	-0.3	-1.2
COc1ccccc1NC(=O)Cc1nnc(SCC(=O)Nc2ccccc2F)n1C	0	3	3	-1.3	-1	-0.4	0.6	3	-1	-2.6	-0.3
Cc1cc(C(=O)O/N=C(\N)c2ccncc2)ccc1[N+](=O)[O-]	1	-1	14*	-1.2	0	1.0	4.4*	-2	2	5.1	-1.1
O=C(CN1CCN(c2ccccn2)CC1)Nc1nc2ccccc2s1	1	1	-1	-1.2	0	-0.2	-0.8	2	6	-0.9	0.7
Cc1cn([C@H]2C[C@H](O)[C@@H](CNCc3cccn3-c3ccncc3)O2)c(=O)[nH]c1=O	-5	1	-5	-1.1	-1	1.3	2.0	-1	1	-2.1	0.3
O=C(COc1ccc(Cl)cc1Cl)N(C1CCCCC1)C1CCS(=O)(=O)C1 (centres undefined)	-4	-3	-1	-1.0	-1	-0.5	0.5	4	1	-0.7	0.0
N#Cc1c(NC(=O)CSc2ncn[nH]2)sc2c1CCCC2	3	0	-8	-3.2	6	-2.7	-2.7	0	-1	-13	-7.2
Cc1cc(Nc2ccccc2Br)n2nc(C)nc2n1	2	-7	-1	-1.5	-1	-1.0	0.5	-2	1	3.1	-0.3
O=[N+]([O-])c1cc([N+](=O)[O-])c(N2CCOCC2)cc1NCc1ccccc1	-6	10	3	-1.6	5	-2.0	2.7	7	0	-1.8	-4.1
CCOCCCNC(=O)CCc1ccc(-n2cnc3cccnc32)cc1	-7	-7	0	-1.1	-2	0.3	0.2	-1	0	2.3	-0.3
Cc1csc(SCc2c(C(=O)O)oc3ccccc23)n1	-5	-4	-3	-0.5	-3	1.0	1.3	-2	1	2.9	1.0
O=C(NCCc1cccs1)C12CN(Cc3ccccc3)CC1C(c1cccc([N+](=O)[O-])c1)=NO2 (centres undefined)	10	-4	-1	-1.1	-3	0.4	-1.5	8	-6	1.8	-1.1
CN(CC(=O)Nc1ccc(Cl)cc1)C(=O)C1CCCC1	-5	-4	3	-0.7	-1	0.8	2.6	-1	-4	0.6	-0.7
Cc1ccc(C(=O)N/C(=C/c2ccccc2)C(=O)NCc2ccncc2)cc1	5	-8	-1	-0.8	-3	0.6	nt	-1	5	0.9	2.0
COc1cc(-c2noc(C3CCCN(S(=O)(=O)c4cccc(Cl)c4)C3)n2)cc(OC)c1OC (centres undefined)	2	0	-5	-1.7	2	-1.1	-1.4	4	0	-1.2	-2.4
Cc1ccc(NC(=O)CN(C)C(=O)CCOc2cccc(C)c2)cc1	7	4	-3	-1.7	-2	0.2	-1.4	7	1	4.5	1.5
COc1ccc(NC(=O)N[C@H]2CC[C@@H](CC(=O)NC3CCC3)O[C@@H]2CO)cc1	-6	2	-2	-1.1	-1	0.7	nt	2	2	0.4	1.1
CCCn1nc(C(=O)NNC(=O)CCCOc2ccc(OC)cc2)c2ccccc2c1=O	1	-10	-2	-1.7	-3	-0.1	2.5	0	-5	-1.8	-1.2
CCCCC(=O)NCc1ccc2c(c1)cc(C)n2C	-2	-51	-3	-1.4	-9	-0.3	0.1	-42	-3	0.2	-1.2
CCN1CCN(C(=O)c2ccc(COc3ccc(Cl)cc3)o2)CC1	-5	-1	-3	-1.6	-5	-0.7	0.6	-3	3	-1.3	-0.5
Cc1ccc(S(=O)(=O)Nn2c(C)ccc2C)cc1	2	-9	0	-0.9	0	0.4	0.3	-9	3	-1.0	-0.2
CCOC(=O)[C@@H]1[C@H]2COc3cc(OC)ccc3[C@H]2N2C(=O)N(c3ccc(OC)cc3)C(=O)[C@]12C	3	2	0	-1.5	-3	-0.4	-1.3	-2	-1	2.1	-0.7
N#CCCN(C(=O)COC(=O)Cc1c[nH]c2ccccc12)c1ccccc1	2	-6	4	-0.4	0	-1.5	0.7	-3	0	2.4	2.3
O=C(CCCOc1ccc(Br)cc1)Nc1ccc(S(=O)(=O)N2CCOCC2)cc1	-1	-5	-1	-1.0	8	-3.8	-1.0	3	-5	-2.4	-2.0
CC(=O)N1CCN(c2nnnn2-c2ccccc2)CC1	5	6	0	-0.9	0	-0.1	0.2	3	8	-1.4	-0.4
CCOc1ccc(NS(=O)(=O)c2ccc(C(=O)NCc3cccnc3)cc2)cc1	-3	-4	-2	-0.9	-1	-3.4	-1.5	1	2	-4.5	-2.1
CN(C)CCn1c2c(c(SCC(=O)Nc3cccc(C(F)(F)F)c3)nc1=O)CCCC2	-2	-10	-1	0.4	-4	0.7	-2.2	3	3	-1.6	-2.8
OCC1(C2=NOC(O)(C(F)(F)F)C2)CCCCC1 (centres undefined)	0	1	5	-1.7	0	-0.2	0.3	2	0	1.2	-0.1
O=C(Cn1cnc2cc([N+](=O)[O-])ccc2c1=O)Nc1ccc2c(c1)OCO2	-3	0	-4	-1.1	4	-0.4	-0.7	-1	1	-5.9	-1.0
O=C1Nc2ccccc2-c2nnnn2C1N1CCCC1 (centres undefined)	1	7	2	-0.3	0	0.0	nt	3	-1	2.0	0.3
COc1ccc(CCC(=O)N2CCN(S(=O)(=O)c3cccc(C(F)(F)F)c3)CC2)cc1OC	3	-2	1	-0.3	-3	-0.5	0.1	-2	7	-1.0	-0.7
Cc1oc(-c2ccccc2F)nc1CSCC(=O)NC1CCCC1	0	-4	0	-0.5	-3	-0.2	0.3	-2	-5	0.3	-0.4
Cn1nc(C(=O)OCC(=O)Nc2ccc(C(N)=O)cc2)c2ccccc2c1=O	5	5	-2	-1.2	3	-1.4	0.8	2	-4	-2.5	-0.9
C/C(=N/NC(=O)CCCOc1ccc(Cl)cc1Cl)c1ccc(C)o1	4	-10	-3	1.1*	-2	-1.1	0.1	-4	9	-0.2	-1.1
Cc1ccccc1CNCc1cccnc1	-1	4	0	0.1	-3	0.0	1.4	-2	-3	-0.2	-0.2
Cc1nnc(NC(=O)CSc2nnc(-c3ccccc3)n2C)s1	0	2	0	-0.8	-3	0.2	1.1	7	-2	-1.1	-1.1
CC(=O)N1CCN=C1SCc1ccc(Br)cc1	7	-1	-1	-1.1	-2	-1.2	0.7	3	4	0.1	0.4
O=C(O)c1cccc(CSc2nnc(-c3ccco3)o2)c1	0	2	-2	-1.6	2	-0.7	1.1	5	-2	-3.7	-2.0
Cc1nnc(NC(=O)c2sc3ccccc3c2Cl)s1	-5	-19	5	0.2	-2	3.1	-3.9	-18	4	16*	4.5
COc1ccccc1C(=O)NCC(=O)N/N=C/c1cccc(Cl)c1	-5	2	-2	-1.6	0	-0.5	0.7	0	-3	-2.0	-3.0
Cc1cc(C(=O)COC(=O)/C=C/c2cccc(F)c2)c(C)n1C	-4	-7	0	-1.6	-3	0.4	-0.5	-1	0	4.3	0.6
CCCCOc1ccc(N(CC(=O)NCCOC)C(=O)CCC(=O)Nc2ccccn2)cc1	2	-7	-2	-1.2	-4	0.2	-0.6	1	4	-0.9	-1.5
O=C(Cn1ncc2c3ccccc3n(Cc3ccccc3)c2c1=O)NCCCN1CCCC1=O	-6	-6	0	-0.3	-14	0.0	0.9	-1	-3	0.1	-2.5
O=S(=O)(c1ccc(=S)[nH]c1)N1CCCC1	-2	2	-1	-0.8	0	-0.9	0.8	2	-3	-1.6	0.3
COC(=O)c1ccc(Nc2nc(C)cc(C)n2)cc1	-1	6	-5	-1.3	7	1.1	0.4	5	12	-0.1	-1.5
Cc1cccc(-c2nnc3sc(-c4ccccc4C)nn23)c1	8	0	-4	-1.8	-6	-0.7	0.0	1	-2	-0.6	-0.9
CCN(CC)C(C(=O)NC1CCCCC1)c1ccc(C)cc1 (centres undefined)	-6	-2	0	-1.4	0	0.5	0.0	5	-4	1.0	-1.5
C/C(=N\OC(=O)c1ccc(F)cc1)c1sc(-c2ccccc2)nc1C	-1	-3	2	-0.8	-5	-0.1	0.9	1	8	2.1	1.1
Cc1cccc(SCc2noc(C(=O)NC(C)C)c2C(=O)O)c1	-3	-2	2	-1.5	-2	0.9	0.5	0	2	1.6	0.1
COc1ccc2nc(N3CCCC(C(=O)NCCCN4C(C)CCCC4C)C3)sc2c1 (centres undefined)	-9	-3	2	-1.2	0	0.5	-0.5	4	1	3.5	-0.7
CC1Nc2nc(N(C)C)[nH]c(=O)c2NC1C (centres undefined)	1	-398	0	-1.3	-136	0.3	-0.1	-350	1	1.3	0.5
O=c1ccc2cc(S(=O)(=O)N3CCN(c4ccccc4)CC3)ccc2o1	0	5	2	-1.0	-3	-0.1	-0.5	2	-1	-1.3	-0.6
O=C(NCCc1ccccc1)c1cccc(NC(=O)c2ccccc2)c1	-2	0	2	-1.0	-2	0.4	-0.5	4	2	6.2	0.2
O=c1[nH]c(=O)n(-c2cc(Br)c(O)c(Br)c2)cc1Br	0	-6	-1	-1.4	0	-0.4	0.5	1	-6	-0.1	-2.2
O=C(COC(=O)c1ccc(F)cc1F)Nc1ccc(Cl)cn1	-2	-7	2	-1.2	-2	-1.1	-0.2	-2	0	4.1	0.1
Cc1ccc(C(=O)NNC2=Nc3cccc4cccc2c34)cc1	4	-3	1	-1.0	0	-0.4	-0.2	-2	2	2.1	1.0
Cc1ccc(C(=O)COC(=O)CSc2cccc3cccnc23)c(C)c1	-2	-56	2	-1.0	-39	-0.6	-0.2	-47	4	0.3	0.2

Random excerpt: 2 entries already listed, in no set order.
SMILES	MBD2 DNA inh	PLC-beta3 inh	SMARCA2 activ	ssDAF12 agonist	ADAM17 inh	DAX1 inh-1	DAX1 inh-2	PLC-gamma1 inh	NR1D1 modulator	hgDAF12 agonist	hcDAF-12 act
Cc1ccc(C(=O)COC(=O)CSc2cccc3cccnc23)c(C)c1	-2	-56	2	-1.0	-39	-0.6	-0.2	-47	4	0.3	0.2
O=c1[nH]c(=O)n(-c2cc(Br)c(O)c(Br)c2)cc1Br	0	-6	-1	-1.4	0	-0.4	0.5	1	-6	-0.1	-2.2
